# Assay outcomes as filed in PubChem.
# S3 lipid droplet = qHTS Assay for Lipid Storage Modulators in Drosophila S3 Cells. Drosophila S3 cells, BODIPY lipid droplet fluorescence, 18-24 h; cells fed with added oleic acid. Potency in µM for hits, for the others lipid storage change, negative = inhibition, % at the top dose, mostly 46.1 µM. actives 0.64% (n = 320,000). AID 2685; active = well fitted inhibition curve with a large enough effect in the signal ratio, with a control signal flat, not every such curve was filed as active; inconclusive = small, poorly fitted or top-dose-only effect, or effect the other way, or a change in a side signal; the % refers to the signal ratio
#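 Drosophila S3 cells loaded with oleic acid (400 uM, as added) and compounds at several concentrations; lipid droplets imaged by 488-nm laser-scanning cytometry, 500–530 nm intensity and object ratio to cell channel. Percent activity normalized to 20 uM Triacsin C.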
# S3 lipid droplet cell count max = second read-out of S3 lipid droplet, no call of its own (marks repeat the call); cell number change, %; measured here: cell count max response;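 cells counted by Cell Tracker Red CMTPX staining in the red channel; peak over a dose series mostly up to 46.1 µM; percent activity relative to internal control wells on each plate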
# Numbers without * were called inactive; i = inactive; ? = inconclusive; nt = no result given; [ ] = remark or other dose. % is set by controls: 0 for no effect and ±100 for the full control effect; potency is the fitted concentration of half-maximal effect.
SMILES,S3 lipid droplet,S3 lipid droplet cell count max
CC1CN(c2ccc(C(F)(F)F)cc2[N+](=O)[O-])CCN1S(C)(=O)=O (stereo unspecified),21%,10
Cc1cc(C)n2nc(SCC(=O)N(Cc3ccccc3)C3CCS(=O)(=O)C3)nc2n1 (stereo unspecified),-3%,3
COc1ccc(NC(=O)Cc2nnc(SCC(=O)Nc3ccc(F)cc3)n2C)cc1,?,nt
CN(CCC(=O)Nc1cc(S(=O)(=O)N(C)C)ccc1Cl)CC(=O)Nc1ccc(F)cc1,?,nt
O=C(NCC1COCCO1)C1CCN(S(=O)(=O)c2ccccc2)CC1 (stereo unspecified),?,nt
S=C(NCCCN1CCOCC1)N1CCN(c2cccc(Cl)c2)CC1,?,nt
CCOC(=O)c1ccc(NC(=O)NS(=O)(=O)c2ccc(C)cc2)cc1,?,nt
COC(=O)c1ccc(CSc2nc3ccccc3c(=O)n2C)o1,?,nt
CCOC(=O)C(/C=N/c1cc(C)nn1-c1ccccc1)=C(\C)O,?,nt
O=C(CCNC(=O)c1ccccc1Cl)Nc1ccncc1,?,nt
CCOC(=O)Cn1cc(C(=O)C2CC2)c2ccccc21,?,nt
O=C(/C=C/c1ccccc1)Nc1nc(-c2ccncc2)cs1,1%,14

# Reformatted field by field: part of the list above.
CCOC(=O)Cn1cc(C(=O)C2CC2)c2ccccc21
  S3 lipid droplet: ?; S3 lipid droplet cell count max: nt

COC(=O)c1ccc(CSc2nc3ccccc3c(=O)n2C)o1
  S3 lipid droplet: ?; S3 lipid droplet cell count max: nt

# Next part:
SMILES,S3 lipid droplet,S3 lipid droplet cell count max
CNc1nc2c(c(=O)[nH]c(=O)n2C)n1CCOC,?,nt
N#Cc1ccc(C(=O)Nc2cc(C3CC3)nn2-c2ccccc2)cc1,6%,25
CCOC(=O)CC1C(=O)NCCN1C(=O)c1ccc(C)cc1 (stereo unspecified),-6%,2
Nc1c(C(=O)NCc2cccnc2)sc(=S)n1-c1ccccc1,?,nt
CC(C)[C@H](NC(=O)c1ccc(Cl)c([N+](=O)[O-])c1)C(=O)NCc1ccc(F)cc1,-17%,-10
O=C(COc1nc2ccccc2nc1N1CCOCC1)NC1CCCCC1,?,nt
Cc1c(Cl)cccc1NC(=S)NN,i,nt
CCN(CCO)c1cc(Cl)nc(SC)n1,5%,15
CN1CCN(C(=O)CC2C(=O)NCCN2Cc2ccc(-c3ccccc3)cc2)CC1 (stereo unspecified),14%,0
O=C1CCCc2nc3c(cc21)C(O)Oc1ccccc1-3 (stereo unspecified),11%,20
CCCCNC(=O)OCCNC(=O)Oc1cccc(C)c1,?,nt
COC(=O)CCC(=O)NNC(=O)c1ccc([N+](=O)[O-])cc1,-1%,2
COc1ccc(S(=O)(=O)Nc2ccc(C)cc2)cc1OC,i,nt
CCOC(=O)CCCCC(=O)c1[nH]c(=O)[nH]c1C[n+]1ccc(C)cc1,1%,-12
Cc1ccc(S(=O)(=O)/N=C(/Nc2c(C)n(C)n(-c3ccccc3)c2=O)c2ccc(Cl)cc2)cc1,?,nt
CCOP(=O)(c1ccc(N(C)C)cc1)C(O)c1ccc(OC)cc1 (stereo unspecified),?,nt
COc1ccc(/C(N)=N/OC(=O)Cc2cccs2)cc1OC,?,nt
CC1=C(C#N)C2C(/C1=N/O)C2(C)C (stereo unspecified),0%[9.22 µM],13
CCN1CCN(CCC(=O)Nc2ccc(C)cc2)CC1,-23%,-2
CCCCn1nnnc1SCC(=O)N1CCN(C(=O)c2ccco2)CC1,?,nt
O=C(Nc1ccccc1)c1ccccc1C(=O)N1CCCCC1,-7%,-2
NC(=O)c1nsc(C(=O)N(Cc2ccc(F)cc2)C(C(=O)NCC2CCCO2)c2ccc(F)cc2)c1N (stereo unspecified),?,nt
c1csc(-c2nc(NCCCN3CCOCC3)c3ccccc3n2)c1,i,9
CCSC1=NSC2=NC(=O)/C(=C\c3coc4ccccc4c3=O)C(=N)N12,?,nt
O=C1NC(=S)N/C1=C/c1ccc2ccccc2c1,-24%,-7
O=c1c([N+](=O)[O-])cc(C(F)(F)F)cn1Cc1cccc(Cl)c1,i,nt
COC1CCN(C(=O)c2ccc(OC3CCN(Cc4ccccn4)CC3)cc2)CC1,-1%,-7
CC(Sc1nc2ccc(C(=O)c3ccccc3)cc2[nH]1)C(=O)O (stereo unspecified),?,nt
C=CCn1c(-c2oc3nc(-c4ccccc4)cc(-c4ccccc4)c3c2N)n[nH]c1=S,?,nt
O=C(Nc1nnc(C2CC2)s1)c1ccc(S(=O)(=O)c2ccccc2)cc1,?,nt
C=CC(C)(O)CCC=C(C)C (stereo unspecified),-2%,0
CC1CCN(c2ccccc2NC(=O)c2ccc(Br)o2)CC1,-1%,14
Cc1ccc(C(=O)NCc2ccc(N3CCN(C(=O)OC(C)(C)C)CC3)cc2)cc1,-16%,-5
Cc1c(C)n(Cc2ccc(Cl)cc2)c2ccc(C(=O)NCCCN3CCOCC3)cc12,?,nt
Cc1ccc(NC(=S)N(CCCN2CCOCC2)Cc2ccccn2)cc1Cl,?,nt
CC(=O)Nc1ccc(NC(=O)CN(c2cccc(C(C)=O)c2)S(C)(=O)=O)cc1,?,nt

# Ordered by length of the SMILES (high to low): 5 of the compounds above.
SMILES,S3 lipid droplet,S3 lipid droplet cell count max
NC(=O)c1nsc(C(=O)N(Cc2ccc(F)cc2)C(C(=O)NCC2CCCO2)c2ccc(F)cc2)c1N (stereo unspecified),?,nt
C=CCn1c(-c2oc3nc(-c4ccccc4)cc(-c4ccccc4)c3c2N)n[nH]c1=S,?,nt
COc1ccc(NC(=O)Cc2nnc(SCC(=O)Nc3ccc(F)cc3)n2C)cc1,?,nt
Cc1ccc(NC(=S)N(CCCN2CCOCC2)Cc2ccccn2)cc1Cl,?,nt
C=CC(C)(O)CCC=C(C)C (stereo unspecified),-2%,0

# More compounds:
SMILES,S3 lipid droplet,S3 lipid droplet cell count max
CCc1nnc(NC(=O)c2ccc(S(=O)(=O)N(CCOC)CCOC)cc2)s1,?,nt
O=[N+]([O-])c1cc([N+](=O)[O-])c2nonc2c1Nc1ccccc1O,i,-24
COC(=O)c1ccccc1-n1c(C)nc(=O)c(-c2ccccc2)c1C,3%,-20
CCCCNc1nc2ccccc2n1CC(=O)Nc1ccc2c(c1)OCCO2,0%,-15
Cc1ccc(S(=O)(=O)CCC(=O)Nc2ccccc2Cl)cc1,i,nt
O=C(COC(=O)CCCNC(=O)c1ccc(Cl)cc1)Nc1ccc(Br)cc1,4%,12
CC12CC3CC(C)(C1)CC(Nc1nc(N4CCOCC4)nc4ccccc14)(C3)C2,-3%,17
CS(=O)(=O)Cc1ccc(C(=O)NC2CCN(Cc3ccccc3)C2)cc1 (stereo unspecified),?,nt
O=C(NC1CC1)C1=C[C@H](c2csc3ccccc23)C[C@H](OCc2ccc(CO)cc2)O1,?,nt
CC1CCN(C(=O)c2ccc3c(Cl)c4c(nc3c2)CCCC4)CC1,0%,3
CCCCN1/C(=C/c2ccc3ccccc3[n+]2CC)Sc2ccccc21,?,nt
CCCCn1c(N)c(N(CCOC)C(=O)c2ccc(-c3cccc(C(F)(F)F)c3)o2)c(=O)[nH]c1=O,?,nt
CCC(Oc1ccccc1)C(=O)Nc1cc(Cl)ccc1-n1cncn1 (stereo unspecified),?,nt
Cc1cc(C)nc(Nc2ncn[nH]2)n1,-4%,-4
COc1ccc(C2=CC(=O)N(Nc3ccccc3)C2=O)cc1,?,nt
CCOC(=O)N1CCN(C(=O)C2CCN(S(=O)(=O)c3cc(OC)ccc3OC)CC2)CC1,?,nt
COc1ccc(NC(=O)COc2ccc3c(c2)CCC3)cc1,8.2µM*,nt
COc1ccc(C(=O)n2nc(-c3ccccc3)nc2N)cc1OC,?,nt
COc1cccc(/C=C(/C#N)c2nc3ccccc3[nH]2)c1OC(C)C(=O)O (stereo unspecified),11%,4
COC(=O)CCCC1=CC2=C(c3ccccc3)C(=O)C(C)(OC(=O)C3CCCC3)C(=O)C2=CN1C1CCCC1 (stereo unspecified),-6%,-13
CCCN1CCC(=O)N([C@H](CO)c2ccccc2)CC1,i,18
CCOC(=O)CSc1nnc(CNC(=O)Cc2ccccc2)n1C,-5%,-1
Cc1cc(C)cc(Oc2ccc(NC(=O)C3CC=CCC3C(=O)O)cc2)c1 (stereo unspecified),?,nt
CCCCOC1(c2ccccc2)OC(=O)c2ccccc21 (stereo unspecified),-5%,-6
CN1CCN(c2ccc(S(=O)(=O)N3CCCCC3)cc2NC(=O)Cc2c(F)cccc2Cl)CC1,i,nt
CCn1c(/C=C/c2cccc([N+](=O)[O-])c2)nc2ccccc2c1=O,8%,nt
Cc1ccc(Cl)cc1N1CCN(CC(=O)Nc2ccc3[nH]c(=O)[nH]c3c2)CC1,3%,nt
COC(=O)Cn1c(=O)c2c(nc3n2CCCN3CCc2ccccc2)n(C)c1=O,?,nt
CCOc1ccc(S(=O)(=O)N(C)c2ccc(OCC(=O)Nc3nccs3)cc2)cc1,-2%,4
O=C(c1ccc(Cl)cc1)N1CCC(O)(CSc2ccccc2)CC1,23%,nt
c1cc2c3c(cccc3c1)C(N1CCCCCC1)=N2,?,nt
CCOc1cc(/C=N/NC(=O)COc2nc(C)cc(COC)c2C#N)ccc1O,7%,4
COc1ccc(C(=O)C2CCCN(C(=O)c3ccccc3C(C)=O)C2)cc1F (stereo unspecified),13%,-15
Cc1ccc(C(=O)N/C(=C\c2ccc(-c3ccccc3[N+](=O)[O-])o2)C(=O)NCCN(C)C)cc1,?,nt
c1coc(CNCC2OCCc3ccccc32)c1 (stereo unspecified),1%,9
COc1ccc(NC(C)=O)cc1NC(C)C(=O)Nc1ccc(F)c(F)c1F (stereo unspecified),0%,23

# 4 of the entries above in order of their number in S3 lipid droplet cell count max, high to low.
Structure	S3 lipid droplet cell count max
COc1ccc(NC(C)=O)cc1NC(C)C(=O)Nc1ccc(F)c(F)c1F (stereo unspecified)	23
c1coc(CNCC2OCCc3ccccc32)c1 (stereo unspecified)	9
CCOc1ccc(S(=O)(=O)N(C)c2ccc(OCC(=O)Nc3nccs3)cc2)cc1	4
COc1ccc(C(=O)C2CCCN(C(=O)c3ccccc3C(C)=O)C2)cc1F (stereo unspecified)	-15

# (next part)
SMILES,S3 lipid droplet,S3 lipid droplet cell count max
CC(C)C(C(=O)NCC1CCCO1)N(C(=O)CNS(=O)(=O)c1ccccc1)c1ccc(F)cc1 (stereo unspecified),i,10
Cc1cccc(NC(=O)Nc2ccc(S(=O)(=O)Nc3onc(C)c3C)cc2)c1,?,nt
Cc1cc(C)nc(NC(=O)c2cc3ccccc3o2)n1,7%,-2
CCn1c(=N)n(CC(=O)C23CC4CC(CC(C4)C2)C3)c2ccccc21,11%,-8
Cc1ccc([N+](=O)[O-])cc1N/C=C1\CCCCC1=O,2%,-10
COc1cccc(NC(=O)Cn2nnc(C(=O)NCc3cccs3)c2N)c1,4%,17
CCCOc1ccc(/C(O)=C2/C(=O)C(=O)N(CCCN3CCOCC3)C2c2ccncc2)cc1 (stereo unspecified),?,nt
CCCSc1nc2c(cnn2-c2ccc(Cl)cc2)c(=O)[nH]1,?,nt
COc1ccc(CC(=O)N(Cc2ccccc2)c2cccc(C)c2)cc1OC,?,nt
COc1ccccc1C(=O)NC(=O)COC(=O)C1CC2CCCC(C1)C2=O (stereo unspecified),?,nt
O=C(Nc1ccccc1)Nc1ccc2ccccc2n1,20%,-4
CC(=O)Nc1c(-c2cc(=O)oc3cc(C)ccc23)oc2ccccc12,?,nt
C/C(=N\Nc1ccc([N+](=O)[O-])cc1)c1ccc(N2CCOCC2)cc1,12%,-1
CCOC(=O)C1CCN(C2=C(NS(=O)(=O)c3ccc(Cl)cc3)C(=O)c3ccccc3C2=O)CC1,?,nt
Fc1ccccc1-c1nnc2ccc3ccccc3n12,?,nt
NC(=O)c1cnn2c1NC(c1ccc(F)cc1)CC2C(F)(F)F (stereo unspecified),i,-7
Cc1nc(Cl)c(Cl)n1CCOc1ccccc1,4%,4
Brc1cccc(OCCN2CCOCC2)c1,8%,14
Cc1ccc(C(=O)Nc2cc(C(F)(F)F)ccc2-n2cncn2)o1,?,nt
O=C(NCc1cc([N+](=O)[O-])ccc1O)c1cccnc1Sc1ccccc1,?,nt
CC(=O)Nc1c(N)c2ccccc2oc1=O,?,nt
CCCc1nnc(SCC(=O)N2CCCCC2C)n1CCOC (stereo unspecified),?,nt
Cc1ccc2oc(=O)c3cnn(CC(=O)N(CCC(C)C)Cc4ccco4)c3c2c1,10%,-14
CCN(Cc1ccc2c(c1)OCCO2)C(=O)CSc1nc(C)nc2sc(C)c(C)c12,?,nt
CCOC(=O)c1cnn(-c2ncnc3sc(CC)cc23)c1N,?,nt
CSc1nc(C2CC2)cc(-c2cccs2)c1C#N,?,nt
CC(C)N1C(=O)CC(Nc2cccc3cccc(N)c23)C1=O (stereo unspecified),?,nt
Cc1cc(C)c(NC(=O)Cn2nnc(C(=O)NCc3ccco3)c2N)c(C)c1,?,nt
OC(C#CCN1CCCCC1)(c1ccccc1)c1ccccc1,?,nt
S=c1[nH]nc(COc2ccccc2)n1/N=C/c1ccccc1Cl,?,nt
O=C(CSc1nnc(NC(=O)CN2CCOCC2)s1)Nc1ccccc1,?,nt
CN(c1ccc(OCC(=O)OCC(=O)Nc2ccc(Br)cc2)cc1)S(=O)(=O)c1cccs1,?,nt
Clc1ncc(CN2CCN(Cc3ccccc3)CC2)s1,i,nt
O=C(c1ccc(Cl)cc1)c1cnc(-c2ccc(Cl)cc2)s1,?,nt
COc1ccc2sc(N(CCCN(C)C)C(=O)c3ccc(S(=O)(=O)N(C)C4CCCCC4)cc3)nc2c1,?,nt
O=C(CSC(=S)N1CCCC1)N(Cc1nnc(-c2ccccc2Cl)o1)C1CC1,?,nt
CCOc1ccc(NC(=O)c2ccco2)cc1,?,nt

# This is a subset; the hit share may differ from the screen's.
